# Mtb BioA inh: BioA (M. tuberculosis) enzyme inhibition. purified M. tuberculosis BioA enzyme, plate reader. 360,000 compounds, 0.096% hits. inhibition, % at 9.99 µM; in the data active = inhibition above about 40%; inconclusive = no clear call, values can overlap the other calls
# FadD28 binding: blocks FadD28 binding to the bisubstrate probe | fluorescence polarization | inhibition, % at 12.5 µM | 360,000 compounds, 0.22% hits; in the data active = inhibition above about 8.5%, passing the limit was not always enough; inconclusive = no clear call, values can overlap the other calls
# CCHFV vOTU inh: blocks the CCHF virus ovarian tumor domain protease | CCHFV vOTU protease, Pep-AMC fluorescence | inhibition, % at 11.5 µM | 370,000 compounds, 0.55% hits | AID 651958; note: 0% = vehicle wells with enzyme and 100% = no enzyme wells
# Mtb FBA inh: inhibits M. tuberculosis FBA enzyme; 360,000 compounds, 2.3% hits; purified M. tuberculosis FBA, fluorescence read-out; inhibition, % at 1 µM; in the data active = inhibition above about 27%;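 note: 0% = vehicle and 100% = reference inhibitor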
# Target sequence (P9WQA3 whole entry, looked up): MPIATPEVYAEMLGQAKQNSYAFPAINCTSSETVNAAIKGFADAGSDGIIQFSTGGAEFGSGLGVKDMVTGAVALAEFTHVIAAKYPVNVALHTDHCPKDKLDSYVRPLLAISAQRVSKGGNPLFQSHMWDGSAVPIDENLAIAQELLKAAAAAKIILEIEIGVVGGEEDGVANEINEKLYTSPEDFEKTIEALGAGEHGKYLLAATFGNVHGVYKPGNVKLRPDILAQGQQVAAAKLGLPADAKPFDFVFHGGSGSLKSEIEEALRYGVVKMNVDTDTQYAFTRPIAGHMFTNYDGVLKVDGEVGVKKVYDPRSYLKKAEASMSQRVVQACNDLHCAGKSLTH
# GDH-TPI inh: counter-screen for M. tuberculosis FBA inhibitors: GDH-TPI coupled enzymes; GDH-TPI coupled enzyme counterscreen, NADH absorbance; inhibition, % at 4.8 µM; 360,000 compounds, 1.2% hits;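 note: 0% = DMSO wells and 100% = wells lacking the enzyme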
# PrPC TRFRET: inhibitors of human cell surface prion protein PrPC; P04156; TR-FRET read-out; inhibition, % at 13.8 µM; 370,000 compounds, 0.43% hits; in the data active = inhibition above about 24%; note: 0% = median of the test wells and 100% = reference compound wells
# Mtb UGM inh: inhibitors of M. tuberculosis UDP-galactopyranose mutase; purified UGM, fluorescence polarization probe displacement; AID 504406; 320,000 compounds, 0.06% hits; P9WIQ1; inhibition, % at 10 µM; in the data active = inhibition above about 10%, passing the limit was not always enough; inconclusive = no clear call, values can overlap the other calls
# Target sequence (P9WIQ1 whole entry, looked up): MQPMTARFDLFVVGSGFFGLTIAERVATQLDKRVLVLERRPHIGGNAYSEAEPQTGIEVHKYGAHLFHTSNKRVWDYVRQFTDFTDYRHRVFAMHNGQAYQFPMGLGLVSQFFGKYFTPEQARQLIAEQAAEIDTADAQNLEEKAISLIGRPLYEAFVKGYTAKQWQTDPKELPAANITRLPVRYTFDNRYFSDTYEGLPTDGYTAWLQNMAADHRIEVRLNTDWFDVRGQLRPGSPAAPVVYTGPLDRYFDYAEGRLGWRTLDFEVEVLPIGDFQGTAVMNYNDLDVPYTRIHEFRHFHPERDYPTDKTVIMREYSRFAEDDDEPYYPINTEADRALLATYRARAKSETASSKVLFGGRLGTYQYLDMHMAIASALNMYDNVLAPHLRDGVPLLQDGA
# BoNT-A LC inh2: BoNT A light chain protease inhibition. inhibition, % at 10 µM. multiplex microsphere protease substrate cleavage, flow cytometry. 360,000 compounds, 0.17% hits. AID 588499; in the data active = inhibition above about 30%; inconclusive = no clear call, values can overlap the other calls; note: plate controls were buffer without enzyme for full effect and enzyme alone for no effect
# BoNT-F LC inh: blocks Botulinum neurotoxin F light chain protease; inhibition, % at 10 µM; 360,000 compounds, 0.22% hits; Multiplex microsphere protease cleavage assay, flow cytometry; AID 588497; in the data active = inhibition above about 35%, passing the limit was not always enough; inconclusive = no clear call, values can overlap the other calls; note: plate controls were buffer without enzyme for full effect and enzyme alone for no effect
# An asterisk follows results filed as active; u = inconclusive; x = no result given; & = joins results of further samples. Cut-off read from the data, not from the text of the source, unless noted: active = inhibition above about 30%; inactive = the rest.
SMILES,Mtb BioA inh,FadD28 binding,CCHFV vOTU inh,Mtb FBA inh,GDH-TPI inh,PrPC TRFRET,Mtb UGM inh,BoNT-A LC inh2,BoNT-F LC inh
CCOc1ccc(Nc2nc(N)nc(CN3CCN(c4ccccc4F)CC3)n2)cc1,3.0,-1.5,6,-2,5,3,1.8,0.0,2
CC1(C2CC2)NC(=O)N(CC(=O)N2CCN(c3ccccc3Cl)CC2)C1=O (stereo not drawn),-3.1,-1.2,-2,-3,3,-6,x,4.4,10
COc1ccc(NC(=S)NCc2ccccc2Cl)c(OC)c1,-0.3,-3.5,-4,1,13,1,1.4,5.7,-33
O=C(C1CCN(c2nc(-c3ccccc3)nc3c2CCC3)CC1)N1CCCC1,0.1,-5.2,17,-2,-12,-3,-0.8,1.7,9
Cc1ccc(C(=O)NCC(=O)Nc2cccc(C(F)(F)F)c2)cc1,x,0.6,-8,-4,4,4,x,-3.8,-28
Cc1cc(C)n2nc(SC(C)C(=O)NC3CCCCC3C)nc2n1 (stereo not drawn),0.1,-3.1,2,2,-3,8,-1.7,x,x
CCCCCC(=O)Nc1ccccc1N1CCOCC1,1.7,-2.1,-10,1,-8,5,0.4,-0.8,-7
CS(=O)(=O)N1CCC(C(=O)NCc2ccc(F)cc2)CC1,x,-0.1,6,-1,3,2,0.6,0.5,-2
Cc1cc(NC(=O)c2cc(-c3ccncc3)nc3c(C)cccc23)no1,-2.8,-1.6,2,11,13,4,-2.4,2.5,4
CCc1ccc(C(=O)NNC(=O)c2c(CC)noc2C)cc1,-0.2,-4.7,-6,1,5,-3,2.4,0.3,-3
CS(=O)(=O)c1ccc(-c2cnc3c(NC=O)cc(-c4ccsc4)cn23)cc1,1.7,-4.4,4,29*,19,-7,x,0.0,-3
Cn1nc(C(=O)OCC(=O)c2ccc[nH]2)c2ccccc2c1=O,x,-0.7,-2,0,7,10,2.1,0.4,0
CC1Sc2ccc(S(=O)(=O)CCC(=O)N3CCc4ccccc43)cc2NC1=O (stereo not drawn),0.7,-5.6,8,2,2,-7,0.1,0.9,3
COc1ccc(CN2CCNC(=O)C2CC(=O)N(C)C2CCOCC2)c(F)c1 (stereo not drawn),-1.9,0.0,4,4,-2,-4,-3.5,0.1,3
COc1ccc(Oc2c(Cl)cnn(-c3ccccc3)c2=O)cc1,-1.9,-2.3,4,2,20,5,0.4,-0.6,-29
Cc1ccc(S(=O)(=O)N/N=C\c2ccc3c(c2)OCO3)cc1C,1.2,-4.0,-18,1,3,5,2.1,0.0,5
Cc1cccc(OCC(=O)Nc2cccc3nsnc23)c1,-0.6,-0.1,-20,11,4,3,0.3,8.7,6
COc1ccc(CC(=O)NCc2nc(-c3ccccc3)no2)cc1,0.7,-1.3,-5,4,-1,5,-2.3,0.0,0
CN(Cc1ccccc1)S(=O)(=O)c1ccc(NC(=O)C2CCCCC2C(=O)O)cc1 (stereo not drawn),1.4,-1.0,16,-1,1,-6,-0.3,x,x
C#CCNC(=O)C1=C[C@H](c2cn(C(C)=O)c3ccccc23)C[C@H](OCc2ccc(CO)cc2)O1,-1.4&-1.3,-3.4,26,0,8,-5,-1.7,0.5,10
COc1cc(OC)cc(C(=O)Nc2cc(NC(=O)c3ccco3)ccc2OC)c1,-1.5,-4.6,-6,-1,2,1,3.1,-2.7,-16
COc1cc(/C=C/C(=O)NCC2CCCCC2)cc(OC)c1OC,0.8,-1.0,-12,12,2,-3,-1.8,-0.2,10
Cc1ccc(C(=O)Nc2ccc(N3CCN(C)CC3)cc2)cc1C,1.0,1.1,-6,2,2,-11,-2.1,0.4,-76
O=C(/C=C1\SC(=O)N(CC(=O)Nc2ccc(Cl)cc2)C1=O)Nc1ccc(F)cc1,x,-5.2,-13,-2,-8,-5,1.0,0.2,-1
CC1CC(C)CN(S(=O)(=O)c2ccc(NC(=O)C3CSC4(C)CCC(=O)N34)cc2)C1 (stereo not drawn),-2.6,-1.1,1,5,11,-6,6.3,0.3,5
COc1ccccc1NS(=O)(=O)c1cccc(C(=O)NNC(=O)c2ccc(O)c(Cl)c2)c1,x,-2.7,13,3,-5,-2,-0.4,0.2,-2
O=C(c1cc(F)ccc1F)C1CCCN(C(=O)CCCN2CCCCC2=O)C1 (stereo not drawn),x,-3.5,13,-1,9,-5,0.4,-0.2,-2
CN(C)S(=O)(=O)c1cccc(NC(=S)N/N=C/C(c2ccccc2)c2ccccc2)c1,3.0,-6.4,-5,3,-2,4,-4.1,-1.5,-10
O=S(=O)(NC(=NC1CCCCC1)c1ccccc1)c1ccc(F)cc1,1.4,-0.1,3,6,1,-2,-2.3,-1.0,-3
Cc1ccc2nc(CSc3nnc(Cc4cccs4)n3C3CCCCC3)cc(=O)n2c1,0.0,-4.2,8,4,12,-24,0.9,1.1,-6
Cc1cc(OCC(=O)OCC(=O)N2CCc3ccccc32)ccc1Cl,-1.3,-0.5,23,0,2,-3,x,-0.2,6
O=C(O)CC(NC(=O)CCC1CCCCC1)c1cc([N+](=O)[O-])ccc1Cl (stereo not drawn),-0.9,-3.5,0,-3,-6,-2,0.6,-1.1,-9
O=C(Cc1cccs1)N1CCN(S(=O)(=O)c2ccc(F)c(F)c2)CC1,-1.0,-2.3,-8,-1,2,7,-1.7,-0.5,-4
COc1cc(OC)cc(C(=O)Nc2cccc(NC(=O)c3ccccc3)c2)c1,x,-7.1,23,-1,17,1,-2.3,3.1,13
Nc1nc2ncc(CNc3ccc(C(=O)N[C@@H](CCC(=O)O)C(=O)O)cc3)nc2c(=O)[nH]1,-1.4,-1.2,-10,44*,17,-8,2.6,1.6,-4
OCCNCC(O)Cn1ccc2ccccc21 (stereo not drawn),-1.8,0.1,-5,-2,-3,4,-2.7,-0.3,-9

# Structures listed so far with an aryl thioether with sulfur outside any ring, in the order listed:
SMILES,Mtb BioA inh,FadD28 binding,CCHFV vOTU inh,Mtb FBA inh,GDH-TPI inh,PrPC TRFRET,Mtb UGM inh,BoNT-A LC inh2,BoNT-F LC inh
Cc1cc(C)n2nc(SC(C)C(=O)NC3CCCCC3C)nc2n1 (stereo not drawn),0.1,-3.1,2,2,-3,8,-1.7,x,x
Cc1ccc2nc(CSc3nnc(Cc4cccs4)n3C3CCCCC3)cc(=O)n2c1,0.0,-4.2,8,4,12,-24,0.9,1.1,-6

# Further records:
SMILES,Mtb BioA inh,FadD28 binding,CCHFV vOTU inh,Mtb FBA inh,GDH-TPI inh,PrPC TRFRET,Mtb UGM inh,BoNT-A LC inh2,BoNT-F LC inh
O=C(CCCOc1ccc(Cl)cc1Cl)n1nnc2ccccc21,-0.3,-2.5,-9,1,0,-3,2.6,-0.1,-8
CCCCNc1ncnc2c1cnn2-c1ccc(C)cc1C,-5.2,1.1,7,5,2,15,1.5,-0.9,5
O=C(CSc1nncs1)Nc1ccc2c(c1)OCO2,x,-0.3,3,2,7,6,-1.7,-0.3,-2
O=[N+]([O-])c1ccc(Cl)cc1NCCCN1CCOCC1,x,-4.5,1,-8,11,-18,-1.2,0.4,-5
CC1CC(C)CN(C(=O)C(C)N2CCN(S(=O)(=O)c3ccccc3F)CC2)C1 (stereo not drawn),x,-1.6,9,0,3,-1,-0.4,0.0,-3
CC(=O)N1CCc2cc(S(=O)(=O)Nc3ccc(C)cc3)ccc21,-1.8,-1.3,20,1,-1,20,4.6,2.1,-4
CCC1=C(OC(=O)N(CC)CC)N2C(=O)OC(=NCCc3c[nH]c4ccccc34)[C@]2(Cc2ccccc2)[C@H]2C1=CC[C@H]1C(=O)N(c3ccccc3)C(=O)[C@H]12,-0.7,-0.4,-2,7,12,6,-0.9,-0.3,-5
CCOC(=O)Nc1ccc2c(c1)N(C(=O)CCN1CCN(CCO)CC1)c1ccccc1S2,-0.4,-1.7,-2,1,11,-9,-0.2,-0.5,2
CC(C)(C)c1ccc(C(=O)CSc2ncn[nH]2)cc1,x,-2.9,-2,-1,1,-4,2.3,-0.3,-6
O=C(Nc1ccc(F)cc1)N1CCCC(c2nc3c(nnn3Cc3ccccc3Cl)c(=O)[nH]2)C1 (stereo not drawn),x,-1.7,-19,-2,-5,-3,-1.7,2.2,14
Cc1csc(SCC(=O)Nc2sc3c(c2C#N)CCC3)n1,-1.0,0.2,4,-4,4,3,0.8,0.7,5
Cc1ccccc1NS(=O)(=O)c1ccc(C(=O)NN2CCCCC2)cc1,-1.1,-0.7,-7,1,4,0,1.5,-4.0,-5
Cc1nnc2n1N=CC=C(c1ccccc1)S2,-0.7,-3.6,-3,4,-2,-6,1.7,0.6,7
CCN(N=Nc1nonc1OC)c1nonc1OC,-2.9,-0.5,-2,-5,11,-3,-0.7,-0.2,-3
COc1ccc(-c2nn(-c3ccccc3)cc2/C=C2/SC(=S)N(CCC(=O)O)C2=O)cc1,-1.3,-1.5,-6,5,9,0,1.5,-3.1,-10
COC(=O)CC1C(=O)NCCN1C(=O)c1oc2c(C)c(C)ccc2c1C (stereo not drawn),x,-2.2,-9,0,-4,0,x,0.1,-1
Cc1cccc(C)c1NC(=O)C(c1ccccc1)N1CCN(c2ccc(F)cc2)CC1 (stereo not drawn),-2.2,-3.4,0,-6,x,5,x,0.0,0
Cc1ccccc1CN1C(=O)[C@@H]2Cc3c([nH]c4ccccc34)C(C)(C)N2C1=O,-1.7,-4.8,-15,-1,-4,3,-0.7,0.6,13
COC(=O)c1ccc(NS(=O)(=O)c2cccc3cccnc23)cc1,-1.8,-3.0,0,-1,6,-2,3.9,4.2,8
Cc1cc(S(=O)(=O)N2CCCCC2)ccc1OCC(=O)N1CCOCC1,-2.3,-1.4,-7,4,8,1,0.3,-0.1,1
COc1cccc(CN2CCN(Cc3c(C)nn(C(C)C)c3C)CC2CCO)c1 (stereo not drawn),1.3,-0.2,-1,0,5,-5,-1.1,0.0,-2
Cc1ccc(Nc2nc3ccccc3s2)cc1,x,0.4,-7,1,14,5,0.4,0.1,-9
COc1cc2[nH]c(=S)nc(NCCc3ccc(C)cc3)c2cc1OC,x,-2.9,7,-4,10,1,x,0.1,-4
CN(Cc1ccccc1)C(=O)COC(=O)c1cc(Cl)nc(Cl)c1,x,-4.0,-7,0,-6,1,-2.3,-0.1,-6
Cc1ccc(-c2noc(CCC(=O)NCCc3ccccc3Cl)n2)cc1,-19,-4.1,x,1,7,x,0.1,-0.5,-15
Cn1c(=N)n(CC(O)c2cccc3ccccc23)c2ccccc21 (stereo not drawn),6.7,-0.3,10,6,-12,-7,-0.2,-0.1,-6
O=C(NCc1ccco1)C1c2ccccc2Oc2ccccc21,x,-3.5,5,3,-1,0,0.2,-0.4,-5
CSc1nnc(C)c(=O)n1COC(=O)COc1ccccc1C,x,-2.9,0,-1,14,5,3.5,0.0,0
CC(=O)N[C@@H](Cc1c[nH]c2ccccc12)C(=O)NCc1ccccc1,-1.6,-0.1,-2,3,7,1,-0.2,-1.7,-4
COc1ccc(/C=N/Nc2ccc(C(=O)O)cc2)c(OC)c1OC,-1.0,0.4,-6,0,20,0,-0.4,-2.9,-32
CCCCNC(=O)c1onc(CS(=O)(=O)c2ccccn2)c1C(=O)NCCCC,1.9,1.6,6,1,-16,2,2.7,-0.5,-6
CCNC(=S)Nc1cc(C)ccn1,x,0.2,-6,3,7,2,-1.1,-1.5,-18
COc1ccc(C2c3[nH]c4ccccc4c3CCN2C(=O)c2cc3ncccn3n2)c(F)c1 (stereo not drawn),-0.2,-0.8,-4,2,8,-5,-5.4,-0.3,4
CCCCNC(=O)C[C@@H]1C[C@@]2(C(=O)OCC)CCC=C2N(Cc2cccc3ccccc23)C1=O,x,x,8,x,x,3,x,0.1,-6
Cc1c(C(=O)Oc2ccc(Cl)cc2)n(C)oc1=O,x,-3.9,-1,-1,-9,8,0.2,u,u
COc1ccccc1N1CCN(C(=O)CCC(=O)N2CCN(c3ccc(F)cc3)CC2)CC1,-0.5,-1.3,-7,1,-4,-7,-0.4,2.2,10

# Of the compounds above, these have a nitro group on carbon:
SMILES,Mtb BioA inh,FadD28 binding,CCHFV vOTU inh,Mtb FBA inh,GDH-TPI inh,PrPC TRFRET,Mtb UGM inh,BoNT-A LC inh2,BoNT-F LC inh
O=C(O)CC(NC(=O)CCC1CCCCC1)c1cc([N+](=O)[O-])ccc1Cl (stereo not drawn),-0.9,-3.5,0,-3,-6,-2,0.6,-1.1,-9
O=[N+]([O-])c1ccc(Cl)cc1NCCCN1CCOCC1,x,-4.5,1,-8,11,-18,-1.2,0.4,-5

# Screening data from PubChem BioAssay.
